Screening results: PubChem, Sanford-Burnham Center for Chemical Genomics
UPR XBP1 act – activators of adaptive XBP1 UPR arm, primary screen, cell-based, CHO-XBP1 luciferase reporter, luminescence, uHTS; AID 463104, 2010; IRE1-XBP1 UPR activation; percent of tunicamycin response, DMSO as zero; 0.33% of 330,000 active; activation, % at 20 µM;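 active = versus positive control, 20 µM dose yields 30% or more activation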;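 note: 100% = tunicamycin at 10 µg/mL and 0% = DMSO only wells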
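Material – CHO cell line with stable XBP1 luciferase reporter · Buffer or medium – F12 plus 10% FBS · Compound – single point, 20 µM final compound, 1% DMSO · Schedule – 16-18 h cell attachment at 37 °C, then 6 h compound exposure · Signal – Steady-Glo luminescence read · Benchmarks – high control tunicamycin 10 µg/mL final, low control DMSO vehicle only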
APJ agonist – agonists of human apelin receptor APJ, primary screen, CHO-K1 cells, PathHunter beta-arrestin, luminescence; P35414; 0% DMSO wells, 100% apelin; activation, % at 20 µM; 0.11% of 330,000 active;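 active = activation more than six SD over the plate average, tested at 20 µM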;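 note: 0% = DMSO alone and 100% = apelin-13 at 10 nM; some results filed as inactive read as strong as hits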
Target sequence (P35414 whole entry, looked up): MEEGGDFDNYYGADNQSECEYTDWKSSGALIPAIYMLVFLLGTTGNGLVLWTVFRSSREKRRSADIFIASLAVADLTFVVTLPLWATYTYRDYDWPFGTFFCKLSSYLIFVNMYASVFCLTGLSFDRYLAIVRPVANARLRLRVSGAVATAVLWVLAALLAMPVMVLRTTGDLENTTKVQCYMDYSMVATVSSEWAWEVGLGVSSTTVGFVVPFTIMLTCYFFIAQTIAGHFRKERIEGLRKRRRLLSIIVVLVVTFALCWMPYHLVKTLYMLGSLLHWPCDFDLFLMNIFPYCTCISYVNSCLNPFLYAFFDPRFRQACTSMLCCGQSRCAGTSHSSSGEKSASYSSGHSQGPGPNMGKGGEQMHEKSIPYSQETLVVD
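assay system = CHO-K1 APJ beta-arrestin complementation cell line | input = cell density 1000 per well | dosing = compound 20 µM once, DMSO 1% | timing = compound 90 min 25 °C, reagent 1 h | measured by = luminescence from split beta-galactosidase complementation, Galacton Star/Emerald II substrate | read-out basis = APJ agonist activity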
APJ antagonist – antagonists of human apelin receptor APJ, primary screen, CHO-K1 cells, beta-arrestin complementation, luminescence; inhibition, % at 20 µM; P35414; AID 2521, 2010; 0.32% of 330,000 active;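 active = inhibition above about 40% at 20 µM, limit read from the data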;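 note: cells challenged with 10 nM apelin-13 agonist together with compound; plate controls were apelin-13 plus DMSO wells for no effect and DMSO wells lacking apelin-13 for full effect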
CCR6 antag – CCR6 receptor antagonists, primary screen, cell-based, CHO-K1, luminescence, beta-arrestin, uHTS; C-C chemokine receptor type 6 (Homo sapiens), P51684; CHO-K1 CCR6 PathHunter beta-arrestin, CCL20-stimulated; inhibition, % at 20 µM; 0.49% of 340,000 active;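 active = compounds whose inhibition of the agonist-driven luminescence signal at 20 µM reaches about 50%, limit read from the data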;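 note: cells stimulated with CCL20 at 14 nM final; plate controls were DMSO with CCL20 for no effect and DMSO without agonist for full effect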
CXCR6 block – CXCR6 receptor inhibitors, primary screen, cell-based, beta-arrestin, luminescence, CHO-K1 PathHunter, 1536-well; inhibition, % at 20 µM; 0.36% of 360,000 active; AID 602244, 2012; in the data active = inhibition above about 34%, passing the limit was not always enough;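 note: antagonist mode with CXCL16 agonist at 10 nM final; 0% = 10 nM CXCL16 with DMSO and 100% = unstimulated wells without agonist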
Target sequence (O00574 whole entry, looked up): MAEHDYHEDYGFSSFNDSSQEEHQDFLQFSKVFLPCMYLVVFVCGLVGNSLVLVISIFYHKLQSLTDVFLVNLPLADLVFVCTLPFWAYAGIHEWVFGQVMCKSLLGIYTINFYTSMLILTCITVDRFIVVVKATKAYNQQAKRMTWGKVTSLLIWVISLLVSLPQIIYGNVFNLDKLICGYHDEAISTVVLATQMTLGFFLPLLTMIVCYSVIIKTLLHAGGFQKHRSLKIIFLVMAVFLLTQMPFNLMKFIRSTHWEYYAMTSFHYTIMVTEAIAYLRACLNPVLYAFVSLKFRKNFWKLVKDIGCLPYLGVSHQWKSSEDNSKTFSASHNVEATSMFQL
tim23-1 inh – growth inhibitors of tim23-1 mutant yeast, primary screen, luminescence, uHTS; 1.3% of 330,000 active; AID 463212, 2010; S. cerevisiae tim23-1 growth, BacTiter-Glo luminescence, 24 h; inhibition, % at 20 µM;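 active = growth inhibition of the mutant yeast at or above 50%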;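 note: temperature-sensitive mutant grown at 25 °C; plate controls were DMSO-treated mutant yeast for no effect and medium wells lacking yeast for full effect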
CHOP UPR activ – activators of apoptotic CHOP UPR arm, primary screen, cell-based, CHO-CHOP luciferase reporter, luminescence, uHTS; UPR activation; percent of tunicamycin response over DMSO baseline; activation, % at 10 µM; 0.34% of 330,000 active; AID 449763, 2010;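 active = at 10 µM dose, activation of 40% or more, normalized to positive control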;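 note: 100% = tunicamycin at 10 µg/mL and 0% = DMSO alone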
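Assay system: CHO-CHOP cells, stable luciferase reporter of PERK-eIF2a-CHOP signalling / Buffer or medium: F12 plus 10% serum / Compound dosing: one dose, 10 µM in 0.5% DMSO / Times: 6 h compound treatment, 37 °C / Technique: luciferase luminescence / Read-out: % reporter activation, DMSO baseline versus tunicamycin full activation / Benchmarks: tunicamycin and DMSO controls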
EBI2 antag – EBI2 receptor antagonists, beta-arrestin recruitment, primary screen, cell-based, luminescence, 7a,25-OHC stimulation, uHTS; G-protein coupled receptor 183 (Homo sapiens), P32249; 7a,25-OHC stimulated; inhibition, % at 5 µM; 0.81% of 360,000 active; in the data active = inhibition above about 38%;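 note: enzyme fragment complementation signal reports receptor beta-arrestin coupling in cells; 0% = agonist plus DMSO wells and 100% = wells without agonist; some results beyond the cut were filed as inactive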
Mdm2-MdmX inh – inhibitors of human Mdm2-MdmX association, primary screen, cell-based, luminescence, split luciferase, SaOS-2, uHTS. SaOS-2 split-luciferase Mdm2/MdmX complementation. inhibition, % at 8 µM. 3% of 330,000 active;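 active = inhibition of at least 50% at 8 µM in the primary screen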
An asterisk follows results filed as active; x = no result given. Some of the compounds tested, so the mix of outcomes need not match the whole.

SMILES	UPR XBP1 act	APJ agonist	APJ antagonist	CCR6 antag	CXCR6 block	tim23-1 inh	CHOP UPR activ	EBI2 antag	Mdm2-MdmX inh
O=CNc1ccccc1	0	0	18	-11	0	12	4.8	-2	6
CCOc1ccc(S(=O)(=O)NN)cc1	-3	6	-8	7	0	8	-0.9	-14	18
Cc1ccc(Nc2nc(-c3ccc(C)cc3)c(CC(=O)O)s2)cc1	4	6	12	-2	-8	5	1.9	11	17
CC(=O)Nc1ccc(N2C(=O)CSC2c2ccccc2[N+](=O)[O-])cc1 (stereo not given)	1	1	-8	-3	2	-1	1.1	-11	18
CCOC(=O)CSc1nc(-c2ccccn2)ncc1OC	-3	-1	15	-2	5	-21	0.0	5	-22
N/C(=N\OC(=O)c1ccc(Cl)cc1)c1ccccn1	-6	5	-9	-12	3	48	-10	-32	-29
CCOC(=O)c1sc(NC(=O)C2CCC2)cc1C	3	-2	5	15	-2	49	2.7	7	-19
NC(=O)c1ccsc1NC(=O)COC(=O)c1c(F)cccc1Cl	5	-3	1	7	-11	5	7.9	10	21
CC(=O)c1cc(-c2ccccc2)n(CC(=O)Nc2cccc(C)c2C)c1C	-2	1	-17	5	-4	6	-0.4	-24	0
C#CCn1c(=NC(=O)c2cc(-c3cccs3)nc3ccccc23)sc2cc(S(N)(=O)=O)ccc21	4	-3	13	4	6	-15	3.0	27	32
CCOc1ccc(C(=O)Nc2ccc(NC(=O)c3ccco3)c(Cl)c2)cc1Br	3	-1	-5	1	2	-22	1.5	14	4
Cn1c(-c2ccc(F)cc2)cc2onc(-c3c(F)cccc3Cl)c2c1=O	-3	2	13	17	x	15	6.3	x	-178
CC1CN(C(=O)c2cn3ccccc3n2)CC(C)O1 (stereo not given)	0	-1	3	-6	-2	15	-2.0	3	-20
CCCCNC(=O)c1nnn(-c2ccccc2)c1N	2	-3	0	-5	-8	0	1.1	1	-13
CC(C)NC(=O)C1CCN(C2CCN(C(=O)/C=C/c3cccs3)CC2)CC1	-1	-3	-17	-5	-6	2	0.1	-1	1
COc1cccc(N2CC(NC(=O)C(=O)c3c(C)[nH]c4ccccc34)CC2=O)c1 (stereo not given)	-1	0	2	9	4	-1	-0.1	-2	15
CCOC(=O)NN1C(=O)c2ccccc2NC1c1ccc(OC)c(OC)c1 (stereo not given)	-2	-4	7	-2	-8	-8	-0.9	-1	0
Cc1cc([N+](=O)[O-])nn1CC(=O)N1CCOCC1	-1	-2	9	6	-6	11	-1.1	-5	11
COc1ccc(C(C)(C)C)cc1NC(=O)CNc1cccc2ccccc12	2	9	-16	-15	-9	43	0.2	1	11
COc1ccc(CCNC(=O)NC2CCCCC2)cc1	2	-2	9	5	6	-4	0.5	-3	19

Grouped by structure: the entries above with four or more nitrogen atoms (three)
SMILES	UPR XBP1 act	APJ agonist	APJ antagonist	CCR6 antag	CXCR6 block	tim23-1 inh	CHOP UPR activ	EBI2 antag	Mdm2-MdmX inh
C#CCn1c(=NC(=O)c2cc(-c3cccs3)nc3ccccc23)sc2cc(S(N)(=O)=O)ccc21	4	-3	13	4	6	-15	3.0	27	32
CCCCNC(=O)c1nnn(-c2ccccc2)c1N	2	-3	0	-5	-8	0	1.1	1	-13
Cc1cc([N+](=O)[O-])nn1CC(=O)N1CCOCC1	-1	-2	9	6	-6	11	-1.1	-5	11

Going on with the list.
SMILES	UPR XBP1 act	APJ agonist	APJ antagonist	CCR6 antag	CXCR6 block	tim23-1 inh	CHOP UPR activ	EBI2 antag	Mdm2-MdmX inh
Cc1cccc(Nc2nnc(-c3ccc(N4CCOCC4)c([N+](=O)[O-])c3)c3ccccc23)c1	4	-3	-4	21	1	26	-2.4	19	60*
NS(=O)(=O)c1ccc(CCNC(=O)COC(=O)c2nc(Cl)ccc2Cl)cc1	-1	-3	5	5	3	14	6.2	-7	-5
N#CCCN(C(=O)COC(=O)C1CCN(S(=O)(=O)c2ccc3c(c2)OCCO3)CC1)c1ccccc1	-1	0	6	-5	4	17	0.8	-2	2
Cc1ccc([C@H]2C(C(=O)O)=CC[C@@H](c3ccc(C(C)C)cc3)N2S(=O)(=O)c2ccc(C)cc2)cc1	3	0	2	2	-4	39	0.5	5	-11
Oc1c(Br)cc(Br)c(/C=N/n2c(-c3ccccc3)n[nH]c2=S)c1Br	-2	0	14	16	3	56*	3.7	4	23
Cc1nonc1C(=O)N/N=C/c1cccc(O)c1	-1	0	-11	3	2	-11	3.9	-11	-22
Cc1ccc(C(=O)N/N=C/c2ccc3c(c2)OCO3)o1	1	-1	10	-9	-2	-12	2.4	-1	-15
O=C(NC1c2ccccc2-c2ccccc21)c1ccccc1	3	-1	5	8	7	-1	-1.4	-8	28
Cc1cc(OCC(=O)Nc2cccc(S(=O)(=O)NC3=NCCCCC3)c2)ccc1Cl	-1	-1	-15	10	-12	6	0.9	7	25
C=CCSc1nc(N(CC)CC)c2sccc2n1	1	1	-8	-5	-7	37	-2.3	7	19
COc1ccc(Br)cc1S(=O)(=O)NCc1ccccn1	3	0	4	8	11	2	-2.1	-10	-8
COc1ccc(CCN=C(N)NS(=O)(=O)c2ccc3ccccc3c2)cc1	-2	0	-6	-8	2	11	1.3	-1	-15
CCc1ccc(NC(=O)COc2ccc3c(c2)OCO3)cc1	1	-1	9	5	5	22	2.9	0	11
CSc1nc(=O)n(-c2ccccc2)c(C)c1C(C)=O	-1	-2	13	-2	-2	4	2.3	-12	-17
O=C(Cc1c[nH]c2ccccc12)N1CCN(S(=O)(=O)c2ccc(Cl)cc2)CC1	-1	-4	-3	7	-6	25	0.6	6	16
COc1ccc(-c2csc(NC(=O)CSc3nc(C)nc4sc(C(=O)O)c(C)c34)n2)cc1	-1	-3	6	18	3	21	1.1	2	14
Cc1ccc(C2(O)CN(c3ccccc3)C3=[N+]2CCS3)cc1 (stereo not given)	-1	0	-4	19	-1	20	1.1	37	8
CS(=O)(=O)N(CC(=O)N1CCN(Cc2ccccc2)CC1)c1cccc(Cl)c1	2	-3	12	8	-2	7	-1.0	5	2
CCOC(=O)C1=C(C)NC(C)=C(C(=O)OCC)C1C(=O)OCC(=O)NCc1ccccc1	-1	2	3	10	0	6	1.7	5	24
CN(C)c1ccc(S(=O)(=O)NCC(=O)N2CCN(c3ccccc3)CC2)cc1[N+](=O)[O-]	-2	2	5	1	13	0	0.2	0	-9
O=C(Cc1cccs1)Nc1cccc(-c2ccc3nncn3n2)c1	3	0	4	2	2	5	0.5	-13	5
Cc1ccc(-c2cc(-c3ccco3)c(C#N)c(=O)[nH]2)cc1	0	-4	-3	13	-1	3	2.4	3	-2
O=C(Nc1ccc(N2CCOCC2)c(Cl)c1)c1cccc(F)c1	3	-1	11	-1	10	21	13	2	-84
Fc1c(F)c(F)c(NC2=NCCCCC2)c(F)c1F	0	3	-16	0	3	10	0.5	-4	-6
CCN(CC(=O)Nc1ccccc1C(F)(F)F)C(=O)CCOc1ccccc1C	0	3	2	16	8	14	-0.4	2	10
O=c1c2ccccc2ncn1/N=C/c1ccccc1	-7	-1	14	8	5	9	0.0	4	-65
CCCCn1c(-c2sccc2C)n[nH]c1=S	-2	-3	-19	-10	-8	2	-1.4	-12	18
Cc1c(C#N)c(O)n(CCO)c(=O)c1N=Nc1ccc(S(N)(=O)=O)cc1	0	-6	32	36	31	12	-2.6	6	13
OCCCNc1nc(-c2ccccc2)c2cc(Cl)ccc2n1	2	-4	8	0	-4	9	-1.5	-7	19
Cc1cc(C)n2[nH]c(=O)c(N=Nc3ccccc3)c2n1	-5	-2	-17	20	-3	-3	-3.6	-5	-13
CC(C)N(Cc1ccccc1)C(=S)Nc1cccnc1	-4	-1	0	10	-2	8	-0.5	-8	-2
CC1Cc2ccccc2N1S(=O)(=O)c1cccc2nsnc12 (stereo not given)	-2	-4	18	19	7	7	1.4	6	9
CCCc1c(O)nc(SC2CC(=O)N(c3ccc(C)c(Cl)c3)C2=O)[nH]c1=O (stereo not given)	-1	-3	-10	-3	-8	21	-1.0	1	16
CCc1ccc(NC(=O)C2CCCN2c2nn3c(=O)cc(C)nc3s2)cc1 (stereo not given)	-2	-1	-5	-3	-14	2	-2.4	-9	23
CCn1c(N)c(C(=O)COC(=O)CCc2nc3ccccc3c(=O)[nH]2)c(=O)[nH]c1=O	0	-4	7	5	-8	-11	1.9	3	-9
Cc1cccc(CN(C(=S)Nc2c(C)cccc2C)c2cccnc2)c1	-2	-2	17	5	-12	9	2.3	3	28

By substructure: the entries above containing a cyano group.
SMILES	UPR XBP1 act	APJ agonist	APJ antagonist	CCR6 antag	CXCR6 block	tim23-1 inh	CHOP UPR activ	EBI2 antag	Mdm2-MdmX inh
N#CCCN(C(=O)COC(=O)C1CCN(S(=O)(=O)c2ccc3c(c2)OCCO3)CC1)c1ccccc1	-1	0	6	-5	4	17	0.8	-2	2
Cc1ccc(-c2cc(-c3ccco3)c(C#N)c(=O)[nH]2)cc1	0	-4	-3	13	-1	3	2.4	3	-2
Cc1c(C#N)c(O)n(CCO)c(=O)c1N=Nc1ccc(S(N)(=O)=O)cc1	0	-6	32	36	31	12	-2.6	6	13
